rTrxR1 inhibitor – blocks rat thioredoxin reductase 1; 1% of 390,000 active; AID 588453; O89049; Potency, µM (highest dose often 114 µM), for inactives: at the top dose activity change, negative = inhibition, most hits filed as inhibitors; recombinant rTrxR1, NADPH fluorescence consumption, selenite substrate; also: % is scaled to controls: 0 for no effect and ±100 for the full control effect; nearly all actives have a fitted effect of over 65% in size
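Rat TrxR1 (90 nM in the dispensed reagent) was pre-reduced with 400 uM NADPH for 5 min at room temperature, then incubated with compound for 15 min. After 400 uM selenite was added, NADPH fluorescence (Ex 340/Em 450 nm) was followed for 8 min.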
ALOX12 inh – ALOX12 (human) lipoxygenase inhibition; P18054; 1.1% of 580,000 active; purified 12hLO, xylenol orange hydroperoxide absorbance; Potency, µM (highest dose often 108 µM), for inactives: top-dose activity change, negative = inhibition, hits mostly inhibitors; also: % is scaled to controls: 0 for no effect and ±100 for the full control effect
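Purified human 12hLO (150 nM final) in 25 mM Hepes, 0.01% Triton X-100, pH 7.0 was preincubated 15 min at room temperature with compound. Then 40 uM arachidonic acid was added, 30 min. Hydroperoxide was read by Fe-XO absorbance ratio 573/405 nm.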
Vif-APOBEC3G blk – inhibitors of Vif-APOBEC3G interaction | Q9HC16 | HeLa A3G-eYFP + Vif (tagged APOBEC3G with the HIV-1 protein that degrades it), YFP fluorescence, overnight | Potency, µM (highest dose often 46.1 µM), without a hit: at the top dose activity, negative = active, most hits filed as inhibitors | 0.076% of 410,000 active | AID 602310;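 also: % is scaled to controls: 0 for no effect and ±100 for the full control effect; nearly all actives have a fitted effect of over 60% in size; hits raise eYFP signal because A3G escapes Vif-driven loss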
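HeLa cells stably expressing Vif and C-terminally eYFP-tagged A3G, seeded overnight at 37 deg C, then exposed to compound by pintool overnight at 37 deg C. Rise in yellow fluorescence (Ex 488/Em 500-530, Acumen) marks blocked Vif-driven A3G degradation.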
RXFP1 agonist – activates the human relaxin receptor RXFP1. Q9HBX9. AID 2676. 0.3% of 370,000 active. HEK293T-RXFP1 cAMP TR-FRET, 30 min; response scale: percent of porcine relaxin response, buffer zero. Potency, µM (highest dose often 57.5 µM), for inactives: at the top dose activation, usual class: activators; also: % is scaled to controls: 0 for no effect and ±100 for the full control effect; nearly all actives have a fitted effect of over 60% in size; many of its hits are not listed in these tables
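HEK293 cells stably expressing RXFP1, treated 30 min at 37C with compounds plus PDE4 inhibitor Ro 20174; cAMP measured by HTRF TR-FRET. Normalized to buffer and 29 nM porcine relaxin; EC50 by Hill fit.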
RGS4 inhibitor – inhibitors of human regulator of G protein signaling 4; AID 504845; P49798; Potency, µM (doses to about 114 µM), without a hit: at the highest dose activity change, negative = inhibition, most hits filed as inhibitors; 0.039% of 390,000 active; Transcreener GDP fluorescence polarization, RGS4-accelerated GTP hydrolysis; also: % is scaled to controls: 0 for no effect and ±100 for the full control effect; nearly all actives have a fitted effect of over 75% in size; some results filed as inactive show a strong effect at the top dose
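MLSMR compounds (23 nl, pin-transferred) preincubated 10 min at room temperature with a 500nM (2x) first reagent, then RGS4 at 900nM (2x) plus Transcreener GDP mix added; fluorescence polarization (620/688 nm) read before and after 90 min at 30 °C.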
TrxR1 substrate – is turned over as a substrate by rat TrxR1; O89049; purified TrxR1 substrate turnover, NADPH consumption readout; Potency, µM (top dose mostly 114 µM), for the others: top-dose activity change, negative = substrate turnover; 0.01% of 390,000 active; also: % is scaled to controls: 0 for no effect and ±100 for the full control effect; nearly all actives have a fitted effect of over 50% in size
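Rat TrxR1, dispensed at 90 nM, was prereduced with 400 uM NADPH (final) for 5 min at ~22 deg C, then incubated with compound 15 min before 400 uM selenite. A first-read NADPH fluorescence drop versus no-compound background flagged substrates.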
USP1 inh – inhibitors of human USP1/UAF1 deubiquitinase; O94782; recombinant USP1/UAF1, Ub-Rhodamine cleavage fluorescence; Potency, µM (top dose mostly 57.1 µM), inactives show at the top dose activity change, negative = inhibition, most hits filed as inhibitors; 0.23% of 390,000 active; AID 743255; also: % is scaled to controls: 0 for no effect and ±100 for the full control effect; nearly all actives have a fitted effect of over 60% in size; inactives centre near -12
Target sequence (O94782 whole entry, looked up): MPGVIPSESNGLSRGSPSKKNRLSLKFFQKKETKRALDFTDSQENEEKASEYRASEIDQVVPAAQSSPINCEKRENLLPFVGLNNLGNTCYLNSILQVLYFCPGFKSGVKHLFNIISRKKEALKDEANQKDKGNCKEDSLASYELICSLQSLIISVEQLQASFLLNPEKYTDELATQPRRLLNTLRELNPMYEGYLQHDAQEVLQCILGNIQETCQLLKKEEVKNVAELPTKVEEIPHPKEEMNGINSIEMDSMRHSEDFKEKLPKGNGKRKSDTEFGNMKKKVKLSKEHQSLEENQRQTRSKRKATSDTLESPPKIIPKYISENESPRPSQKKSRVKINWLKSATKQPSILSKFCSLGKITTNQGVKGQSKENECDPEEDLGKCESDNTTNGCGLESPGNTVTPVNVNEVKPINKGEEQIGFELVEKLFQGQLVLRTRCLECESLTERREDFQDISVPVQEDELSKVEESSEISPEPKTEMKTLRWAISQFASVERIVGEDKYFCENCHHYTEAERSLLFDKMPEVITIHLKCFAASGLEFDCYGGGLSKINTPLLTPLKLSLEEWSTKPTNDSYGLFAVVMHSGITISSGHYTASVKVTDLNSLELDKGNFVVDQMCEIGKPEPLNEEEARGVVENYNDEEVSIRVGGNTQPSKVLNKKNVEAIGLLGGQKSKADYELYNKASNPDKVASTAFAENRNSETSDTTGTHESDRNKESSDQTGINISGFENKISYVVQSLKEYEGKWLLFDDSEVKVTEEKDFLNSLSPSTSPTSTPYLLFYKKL
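In this screen, compounds sit with the deubiquitinase complex (1nM) for 15 min at room temperature before Ub-Rho is added at 150nM final. Fluorescence rise is then followed for 6 reads every 60 seconds.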
Vif-APOBEC3F blk – inhibitors of Vif-A3F interaction. HeLa A3F-eYFP + Vif (tagged APOBEC3F with the HIV-1 protein that degrades it), YFP fluorescence increase. Potency, µM (titrated, usually from 46.1 µM), for inactives: top-dose activity, negative = active. 0.2% of 390,000 active. AID 602313; also: % of control where 0% means no effect; nearly all actives have a fitted effect of over 65% in size
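Fluorescence increase (Ex 488/Em 500-530) after overnight compound treatment at 37 deg C flags inhibition of Vif-driven A3F-eYFP loss in stable HeLa A3F-eYFP/Vif cells seeded overnight beforehand.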
mIDH1 inhibitor – inhibitors of human mutant IDH1 R132H | O75874 | IDH1-R132H enzyme, NADPH consumption, diaphorase/resazurin fluorescence | Potency, µM (top dose mostly 76.6 µM), inactives show at the highest dose activity change, negative = inhibition, usual class: inhibitors | 0.093% of 390,000 active | AID 602179; also: % is scaled to controls: 0 for no effect and ±100 for the full control effect; nearly all actives have a fitted effect of over 65% in size
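IDH1-R132H (0.5 ug/mL dispensed) in pH 7.5 Tris buffer was preincubated 30 min with compound, then given a substrate mix of 0.016 mM NADPH and 2 mM alpha-KG for 80 min at room temperature; remaining NADPH was read by diaphorase/resazurin fluorescence.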
Active calls of the source: *; ? = inconclusive; . = not tested or not shown; & = joins results of further samples; [ ] = another dose, or the depositor's remark. Calls follow the shape of the dose curve; as a rule, active = well fitted curve in the direction sought with a large enough effect; inconclusive = small, poorly fitted or top-dose-only effect, or another doubt; inactive = no such curve, though single readings can be large; an effect the other way counts as inactive or inconclusive. Potency is read from the fitted curve at half-maximal effect. Not all compounds are listed, so the mix of outcomes need not match the whole.

Start of the data: the first two records, ahead of the listing:
SMILES | TrxR1 substrate | rTrxR1 inhibitor | RGS4 inhibitor | mIDH1 inhibitor | USP1 inh | RXFP1 agonist | Vif-APOBEC3F blk | Vif-APOBEC3G blk | ALOX12 inh
c1cc(CNCCc2ccc3c(c2)OCO3)ccn1 | 7% | 37% | 7% | 5% | -1% | -2.2% | -1% | 2% | ?
C[C@@H]1CN([C@H](C)CO)C(=O)CCCn2nncc2CO[C@H]1CN(C)C(=O)Oc1ccc2ccccc2c1 | . | . | . | 19% | -8% | . | 3% | 1% | 19%

Results, previewed entries included:
SMILES | TrxR1 substrate | rTrxR1 inhibitor | RGS4 inhibitor | mIDH1 inhibitor | USP1 inh | RXFP1 agonist | Vif-APOBEC3F blk | Vif-APOBEC3G blk | ALOX12 inh
c1cc(CNCCc2ccc3c(c2)OCO3)ccn1 | 7% | 37% | 7% | 5% | -1% | -2.2% | -1% | 2% | ?
C[C@@H]1CN([C@H](C)CO)C(=O)CCCn2nncc2CO[C@H]1CN(C)C(=O)Oc1ccc2ccccc2c1 | . | . | . | 19% | -8% | . | 3% | 1% | 19%
COc1ccc(C(=O)OC2CC[C@@]3(C)C4CCC5[C@]6(O)CC(O)[C@@]7(O)C(CN8CC(C)CCC8[C@@]7(C)O)[C@]6(O)C[C@@]53O[C@]24O)cc1OC (stereo partly specified) | 11% | 4% | -6% | 8% | -4% | 2.3% | -4% | -5% | -27%
CN1C2c3ccccc3C3C4c5ccccc5C(C31)C(C2[N+](=O)[O-])N4C (stereo unspecified) | -4%[57.1 µM] | -2%[57.1 µM] | -13% | 0% | -13% | 1.9% | 4% | -6% | 41%[activator]
CCN1C(=O)C(=Cc2ccc(N3CCOCC3)o2)C(=O)N(CC)C1=S | -12% | -5% | 13% | 2% | -24% | -1.9% | ? | -27% | 12%
Cc1ccc(N2C(=O)CC(=O)NC2=O)cc1Cl | 2% | -11% | ? | -4% | -9% | 0.3% | -4% | -12% | ?
Cc1ccc(-n2cc(CNC(C)Cc3cnccn3)c(-c3cccc(C)c3)n2)cc1 (stereo unspecified) | -3%[57.1 µM] | 10%[57.1 µM] | -25% | 2% | -17% | -3.0% | -7% | 0% | -18%
O=[N+]([O-])c1ccc(C[n+]2c(-c3ccccc3)cc(-c3ccccc3)cc2-c2ccccc2)cc1 | 37%[activator] | 6% | -8% | 17% | -8% | -0.6% | 1% | 7% | -4%
CCOC(=O)N(CC)c1ccc(C(O)(C(=O)OCC)C(F)(F)F)cc1 (stereo unspecified) | -2% | 13%[57.1 µM] | -1%[11.4 µM] | 3% | -11% | 0.7% | -3% | 2% | ?
Cc1nnc2ccc(-c3cccc(C(F)(F)F)c3)nn12 | 54%[activator] | 29% | ? | 17% | -32% | . | -2% | -2% | 0%&199%
COC(=O)C1=C(c2ccc(OCc3ccccc3)cc2)C[C@@H]2CC[C@H]1N2C(=O)NCc1ccc(F)cc1 | . | . | . | 9% | -4% | . | -3% | 2% | -8%
Cc1cc(NC(=O)c2cccn(Cc3ccccc3)c2=O)no1 | 5%[57.1 µM] | 19%[57.1 µM] | 8% | -7% | -19% | 8.6% | 0% | 0% | -15%
C[C@]12CCC3C(CC[C@H]4C[C@H](O)CC[C@]34C)C1CC[C@@H]2C(=O)CO (stereo partly specified) | 10%[57.1 µM] | 17%&14%[57.1 µM] | 2%[56.9 µM] | . | . | . | . | . | 17%
CCOc1ccc2nc(NC(=O)c3cccn(Cc4ccc(Cl)cc4)c3=O)sc2c1 | 4%[57.1 µM] | 11%[57.1 µM] | -2% | 1% | -7% | -0.7% | 8% | 2% | -13%
CCOc1ccc(NC(=O)c2c(C)nn(Cc3ccccc3)c2Cl)cc1 | -1% | -4% | 26% | 0% | -23% | -0.9% | 6% | -1% | -2%
COC(=O)C1=C(c2cccc(OC)c2OC)C[C@@H]2CC[C@H]1N2C(=O)NCCCOC(C)C | 3% | 11% | 8% | 3% | -17% | . | 1% | -2% | 1%
Cc1ccc(NC(=O)N(Cc2ccc3c(c2)OCO3)C2CCN(Cc3ccccc3)CC2)cc1F | 5% | 22% | -2% | -5% | -16% | -1.1% | 4% | -3% | ?
CCC(NC(=O)OC(C)(C)C)C(=O)Oc1cc(C)cc2oc(=O)c3c(c12)CCC3 (stereo unspecified) | 6%[0.457 µM] | 27% | -22% | 1% | -24% | 2.3% | -5% | 3% | 0%
O=P1(NCCCn2cc[n+](Cc3nc4ccccc4[nH]3)c2)C=C(c2ccccc2)OC(c2ccccc2)=C1 | 3% | 13% | 9% | -3% | -11% | -0.3% | -24% | 3% | ?
O=c1c2ccccc2nc(Cc2ccccc2)n1-c1ccccc1 | 3% | 14% | -27% | -4% | -9% | 0.2% | 8% | -1% | 0%
Cc1ccc(N)cc1Cl | 6% | 19% | -14% | -1% | -20% | . | 2% | 2% | 25%
c1ccc(Nc2ccc(Nc3ccccc3)cc2)cc1 | 3% | -11% | -37% | -6% | -2% | 0.6% | -1% | -2% | 14µM*
c1cc(C2N3CCCN2CC3)ccn1 (stereo unspecified) | 0%[57.1 µM] | 3%[57.1 µM] | 32% | 4% | 3% | 2.0% | -6% | 5% | -22%
Cn1nc(-c2ccccc2)nc2c(=O)n(C)c(=O)nc1-2 | 40µM* | ? | -46% | . | . | . | . | -12% | .
CCC1CCCCN1CC(=O)c1ccc(OC(F)F)cc1 (stereo unspecified) | 0% | -14% | -19% | 1% | -17% | -3.5% | 0% | -2% | -4%

Two entries from above, with each value named.
C[C@]12CCC3C(CC[C@H]4C[C@H](O)CC[C@]34C)C1CC[C@@H]2C(=O)CO (stereo partly specified)
  TrxR1 substrate: 10%[57.1 µM] | rTrxR1 inhibitor: 17%&14%[57.1 µM] | RGS4 inhibitor: 2%[56.9 µM] | mIDH1 inhibitor: . | USP1 inh: . | RXFP1 agonist: . | Vif-APOBEC3F blk: . | Vif-APOBEC3G blk: . | ALOX12 inh: 17%

CCOc1ccc2nc(NC(=O)c3cccn(Cc4ccc(Cl)cc4)c3=O)sc2c1
  TrxR1 substrate: 4%[57.1 µM] | rTrxR1 inhibitor: 11%[57.1 µM] | RGS4 inhibitor: -2% | mIDH1 inhibitor: 1% | USP1 inh: -7% | RXFP1 agonist: -0.7% | Vif-APOBEC3F blk: 8% | Vif-APOBEC3G blk: 2% | ALOX12 inh: -13%

High-throughput results from PubChem.
